LDHA inh: blocks human lactate dehydrogenase A. purified LDHA, NADH/diaphorase-resazurin fluorescence; hits give low values. P00338. 480,000 tested, 0.15% active. activity change, % (values are at about 110 or 230 µM). AID 1347041; in the data active = activity change below about -30%; inconclusive = mostly about -25% to -30%;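 also: plate controls were DMSO wells for no effect and wells without enzyme for full effect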
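Human LDH5 at 2 nM final in Tris HCl pH 7.4 with 0.06 mM NADH and 0.2 mM pyruvate, reacted 5 minutes at room temperature. Remaining NADH coupled via diaphorase/resazurin; resorufin fluorescence read at 0 and 20 minutes, normalized to enzyme-free and DMSO wells.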
Vif-A3F inh: inhibitors of Vif-A3F interaction. HeLa A3F-eYFP + Vif (tagged APOBEC3F with the HIV-1 protein that degrades it), YFP fluorescence increase. Potency, µM (top dose mostly 46.1 µM), without a hit: at the top dose activity, negative = active. 390,000 tested, 0.2% active. AID 602313; also: potency is read from the fitted curve at half-maximal effect; % of control where 0% means no effect; nearly all actives have a fitted effect of over 65% in size
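HeLa cells stably expressing A3F-eYFP plus Vif, plated and incubated overnight at 37 deg C, then exposed to compounds overnight at 37 deg C. Blocked degradation read as raised yellow fluorescence (Ex 488/Em 500-530).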
TrxR1 substrate: substrates of rat thioredoxin reductase 1. purified TrxR1 substrate turnover, NADPH consumption readout. Potency, µM (highest dose often 114 µM), for the others: at the highest dose activity change, negative = substrate turnover. 390,000 tested, 0.01% active; also: potency is read from the fitted curve at half-maximal effect; % is scaled to controls: 0 for no effect and ±100 for the full control effect; nearly all actives have a fitted effect of over 50% in size
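Rat TrxR1, dispensed at 90 nM, was prereduced with 400 uM NADPH (final) for 5 min at ~22 deg C, then incubated with compound 15 min before 400 uM selenite. A first-read NADPH fluorescence drop versus no-compound background flagged substrates.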
PI4K2A inh: inhibitors of human PI4K2A. AID 1346378. activity change, negative = inhibition, % at 76.9 µM. 420,000 tested, 0.13% active. purified PI4K2A, ADP-Glo luminescence, 1 h; hits give low values; in the data active = activity change below about -50%; inconclusive = mostly about -30% to -49%;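 also: -100% = wells without enzyme as full effect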
Target sequence (Q9BTU6 whole entry, looked up): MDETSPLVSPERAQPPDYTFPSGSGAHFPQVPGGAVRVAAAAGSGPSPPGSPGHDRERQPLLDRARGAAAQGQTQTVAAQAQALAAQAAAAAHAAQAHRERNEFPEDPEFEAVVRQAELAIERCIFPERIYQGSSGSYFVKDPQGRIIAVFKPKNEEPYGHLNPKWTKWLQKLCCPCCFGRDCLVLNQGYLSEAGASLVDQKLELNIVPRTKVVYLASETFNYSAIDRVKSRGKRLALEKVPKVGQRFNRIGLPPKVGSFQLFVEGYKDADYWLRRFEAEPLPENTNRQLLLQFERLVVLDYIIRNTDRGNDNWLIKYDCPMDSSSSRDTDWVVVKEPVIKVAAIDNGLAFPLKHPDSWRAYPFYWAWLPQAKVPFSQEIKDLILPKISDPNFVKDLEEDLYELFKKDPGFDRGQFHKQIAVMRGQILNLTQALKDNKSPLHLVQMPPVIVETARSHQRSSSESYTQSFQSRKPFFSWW
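Compounds are screened against recombinant PI4K2A using PI as substrate and ATP, the latter dispensed at 300 microM. Reactions run one hour at ambient temperature before ADP-Glo detection; full inhibition defined by wells lacking enzyme.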
RXFP1 agonist: RXFP1 (human) receptor agonism; HEK293T-RXFP1 cAMP TR-FRET, 30 min; response scale: percent of porcine relaxin response, buffer zero; 370,000 tested, 0.3% active; AID 2676; Q9HBX9; Potency, µM (titrated, usually from 57.5 µM), without a hit: at the top dose activation, actives largely listed as activators; also: potency is read from the fitted curve at half-maximal effect; % is scaled to controls: 0 for no effect and ±100 for the full control effect; nearly all actives have a fitted effect of over 60% in size; many of its hits are not listed in these tables
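HEK293T cells stably expressing RXFP1 were pretreated with the PDE4 inhibitor Ro 20174, exposed to compounds for 30 min at 37C, lysed, and cAMP was read by TR-FRET. Data normalized to buffer (basal) and 29 nM porcine relaxin (100%).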
Vif-A3G inh: blocks the Vif interaction with human APOBEC3G; Q9HC16; HeLa A3G-eYFP + Vif (tagged APOBEC3G with the HIV-1 protein that degrades it), YFP fluorescence, overnight; Potency, µM (titrated, usually from 46.1 µM), for inactives: at the top dose activity, negative = active, most hits filed as inhibitors; 410,000 tested, 0.076% active;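 also: potency is read from the fitted curve at half-maximal effect; % is scaled to controls: 0 for no effect and ±100 for the full control effect; nearly all actives have a fitted effect of over 60% in size; hits raise eYFP signal because A3G escapes Vif-driven loss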
Target sequence (Q9HC16 whole entry, looked up): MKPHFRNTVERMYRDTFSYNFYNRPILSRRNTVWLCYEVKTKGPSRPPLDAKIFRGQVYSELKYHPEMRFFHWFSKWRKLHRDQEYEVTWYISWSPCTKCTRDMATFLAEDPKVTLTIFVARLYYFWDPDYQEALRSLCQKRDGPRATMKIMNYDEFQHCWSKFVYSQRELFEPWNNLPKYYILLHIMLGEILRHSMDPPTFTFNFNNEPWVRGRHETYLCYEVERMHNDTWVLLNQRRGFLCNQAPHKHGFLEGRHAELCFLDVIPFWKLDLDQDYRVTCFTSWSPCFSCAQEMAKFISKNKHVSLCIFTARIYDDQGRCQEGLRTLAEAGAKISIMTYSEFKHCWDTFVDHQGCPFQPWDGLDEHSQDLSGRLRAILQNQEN
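Read-out is eYFP fluorescence (Ex 488/Em 500-530) from Vif-expressing HeLa A3G-eYFP cells; more signal means A3G escaped Vif-mediated degradation. Cells plated overnight, compound pinned in, incubated overnight at 37 deg C.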
USP1 inh: USP1/UAF1 (human) deubiquitinase inhibition; AID 743255; recombinant USP1/UAF1, Ub-Rhodamine cleavage fluorescence; O94782; 390,000 tested, 0.23% active; Potency, µM (top dose mostly 57.1 µM), for inactives: at the highest dose activity change, negative = inhibition, usual class: inhibitors; also: potency is read from the fitted curve at half-maximal effect; % is scaled to controls: 0 for no effect and ±100 for the full control effect; nearly all actives have a fitted effect of over 60% in size; inactives centre near -12
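1 nM enzyme complex + cpd, 15 min RT; start with Ub-Rho 150nM final; kinetic fluorescence ex 480/em 540, 6 reads q60 s. Buffer 50mM HEPES pH 7.8, 0.5mM EDTA, 0.1 mg/ml BSA, 1mM TCEP, 0.01% Tween-20.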
mIDH1 inhibitor: inhibitors of human mutant IDH1 R132H | O75874 | 390,000 tested, 0.093% active | Potency, µM (doses to about 76.6 µM), for the others: at the highest dose activity change, negative = inhibition, most hits filed as inhibitors | IDH1-R132H enzyme, NADPH consumption, diaphorase/resazurin fluorescence; also: potency is read from the fitted curve at half-maximal effect; % is scaled to controls: 0 for no effect and ±100 for the full control effect; nearly all actives have a fitted effect of over 65% in size
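IDH1-R132H (0.5 ug/mL dispensed) in pH 7.5 Tris buffer was preincubated 30 min with compound, then given a substrate mix of 0.016 mM NADPH and 2 mM alpha-KG for 80 min at room temperature; remaining NADPH was read by diaphorase/resazurin fluorescence.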
Glioma ERSR ind: ER stress response induction in glioma | U87-MG GRP78 promoter luciferase reporter, 16 h | AID 602332 | 420,000 tested, 0.02% active | Potency, µM, inactives show top-dose activation, hits mostly activators; also: potency is read from the fitted curve at half-maximal effect; series mostly up to about 76 µM; % of control where 0% means no effect; nearly all actives have a fitted effect of over 35% in size
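Stably transfected U87-MG human glioma cells carrying a GRP78-based luminescent sensor were seeded at 1000 cells/well, pin-dosed with compounds and incubated 16 h. Luciferase reagent was then added, and end-point luminescence was read after 10 min at room temperature.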
* marks the source's active call; other numbers are inactive results; u = inconclusive; x = no result given; & = joins results of further samples; [ ] = remark or other dose. Unless noted, calls follow the shape of the dose curve; as a rule, active = well fitted curve in the direction sought with a large enough effect; inconclusive = small, poorly fitted or top-dose-only effect, or another doubt; inactive = no such curve, though single readings can be large; an effect the other way counts as inactive or inconclusive. Not all compounds are listed; count on the stated rates, not on these rows.

SMILES	LDHA inh	Vif-A3F inh	TrxR1 substrate	PI4K2A inh	RXFP1 agonist	Vif-A3G inh	USP1 inh	mIDH1 inhibitor	Glioma ERSR ind
O=C(CSCc1ccc(Br)cc1)N=Nc1c(O)[nH]c2ccccc12	-5	20%	-2%	8	-0.1%	-9%	-11%	4%	3%
CCN(C(=O)COC(=O)c1ccc(C)c(S(=O)(=O)N2CCOCC2)c1)C1CCS(=O)(=O)C1 (stereo not drawn)	4	-2%	0%	-1	2.5%	3%	-15%	4%	0%
CCc1ccc(C(O)c2ncc(-c3ccc(C(F)(F)F)cc3)[nH]2)cc1 (stereo not drawn)	-6	x	x	-3	x	-4%	x	x	2%
Cc1cc(C)c([N+](=O)[O-])cc1NC(=O)CCS(=O)(=O)c1ccccc1	0	3%	4%	1	3.4%	-1%	-19%	6%	8%
CCCS(=O)(=O)c1c(S(=O)(=O)CCC)c2cc(CC)ccn2c1C(=O)c1ccc(OC)cc1	5	2%	-4%	-3	3.8%	-3%	-9%	12%	-3%
O=C(NCCc1ccccc1)c1c(F)cccc1F	-9	u	0%[57.1 µM]	7	5.1%	-4%	-23%	-3%	-8%
Cc1ccc(NC(=O)C2(C)CCCN(C(C)C)C2)cc1C (stereo not drawn)	-5	x	x	2	x	-1%	x	x	-2%
COc1ccc(CCC(=O)Nc2cc3c4c(c2)CCC(=O)N4CCC3)cc1	1	1%	-2%	6	-0.6%	1%	-11%	8%	-5%
O=C1/C(=C/c2cccs2)SC(=S)N1N1CCOCC1	-10	-1%	2%	3	-0.2%	0%	-8%	-11%	1%
COCCN(CCOC)C(=O)c1cc2sc3ccccc3c2s1	-1	-1%	6%	-4	2.3%	-3%	-1%	0%	2%
CC(NC(=O)c1ccc(NC(=O)c2nsc3ccccc23)cc1)c1ccccc1 (stereo not drawn)	-1	1%	4%[57.1 µM]	-8	u	-6%	3%	-1%	-9%
CC1(C(=O)Nc2cccnc2)Cc2c(-c3ccc4c(c3)OCO4)ccnc2O1 (stereo not drawn)	-9	x	x	-6	x	u	x	x	-5%
CCC(C)Sc1ccc(-c2nc3cnccn3c2NC2CCCCC2)cc1 (stereo not drawn)	10&6	u	18%	-2&-8	19%	u	-13%	-9%	-11%
Cc1cccc(OCCn2cc(/C=N/NC(=O)c3ccncc3)c3ccccc32)c1	10	-3%	-7%[57.1 µM]	-5	-1.6%	-22%	-26%	0%	-6%
CC1(C)C(=O)NCCN1C(=O)CSc1nccc(-c2ccc(Br)cc2)n1	-7	-1%	8%	7	0.1%	0%	-17%	2%	2%
CCOC(=O)N(C)C[C@H]1OCc2cnnn2CCCC(=O)N([C@H](C)CO)C[C@H]1C	-5	-2%	x	-1	x	3%	-27%	7%	-2%
COc1ccccc1C(=O)Nc1ccc2nc(SCC(=O)N(C)c3ccccc3)sc2c1	-4	1%	5%	5	-0.2%	5%	-28%	3%	-2%
NC(=O)CC(NC(=O)c1ccccc1)c1ccc(NCc2ccc(F)cc2)c([N+](=O)[O-])c1 (stereo not drawn)	-15	3%	0%	1	0.8%	-2%	-19%	5%	-3%
CCN1CCN(CCNC(=O)c2ccc3c(c2)N(Cc2ccc(F)cc2)C(=O)c2ccccc2S3=O)CC1 (stereo not drawn)	-1	-3%	1%	6	1.3%	1%	-13%	8%	-5%
Cc1onc(C(=O)Nc2c(C)n(C)n(-c3ccccc3)c2=O)c1[N+](=O)[O-]	-1	-27%	4%	-9	-0.4%	3%	-10%	-3%	-6%
COc1cc(CNC(=O)c2cc(-c3ccc(F)cc3OC)n[nH]2)cc(OC)c1	-5	x	x	-3	x	-4%	x	x	2%
Cc1ccc(O)c(C(=O)c2cnc3c(c2)c(C)nn3C)c1	-5	8%	-3%	12	-0.9%	-8%	-17%	-8%	-5%
Cc1nc2ccc(NC(=O)c3cccc(C(F)(F)F)c3)cc2o1	-1	7%	-6%	-4	0.4%	3%	-22%	-1%	3%
CCc1nc2ccccc2n1CC(=O)Nc1cc(C)on1	1	-1%	-11%	6	0.6%	2%	-2%	-1%	-2%
CN(CCc1ccccc1)C1CCCN(C(=O)Cn2cccn2)C1 (stereo not drawn)	-1	-3%	1%[57.1 µM]	9	-0.4%	5%	-14%	5%	-2%

Quoted at random: four records from the list.
SMILES	LDHA inh	Vif-A3F inh	TrxR1 substrate	PI4K2A inh	RXFP1 agonist	Vif-A3G inh	USP1 inh	mIDH1 inhibitor	Glioma ERSR ind
CC(NC(=O)c1ccc(NC(=O)c2nsc3ccccc23)cc1)c1ccccc1 (stereo not drawn)	-1	1%	4%[57.1 µM]	-8	u	-6%	3%	-1%	-9%
COCCN(CCOC)C(=O)c1cc2sc3ccccc3c2s1	-1	-1%	6%	-4	2.3%	-3%	-1%	0%	2%
COc1ccccc1C(=O)Nc1ccc2nc(SCC(=O)N(C)c3ccccc3)sc2c1	-4	1%	5%	5	-0.2%	5%	-28%	3%	-2%
O=C1/C(=C/c2cccs2)SC(=S)N1N1CCOCC1	-10	-1%	2%	3	-0.2%	0%	-8%	-11%	1%

In a second layout: results already given
Structure,LDHA inh,Vif-A3F inh,TrxR1 substrate,PI4K2A inh,RXFP1 agonist,Vif-A3G inh,USP1 inh,mIDH1 inhibitor,Glioma ERSR ind
CCN(C(=O)COC(=O)c1ccc(C)c(S(=O)(=O)N2CCOCC2)c1)C1CCS(=O)(=O)C1 (stereo not drawn),4,-2%,0%,-1,2.5%,3%,-15%,4%,0%
COc1ccc(CCC(=O)Nc2cc3c4c(c2)CCC(=O)N4CCC3)cc1,1,1%,-2%,6,-0.6%,1%,-11%,8%,-5%
NC(=O)CC(NC(=O)c1ccccc1)c1ccc(NCc2ccc(F)cc2)c([N+](=O)[O-])c1 (stereo not drawn),-15,3%,0%,1,0.8%,-2%,-19%,5%,-3%
O=C(CSCc1ccc(Br)cc1)N=Nc1c(O)[nH]c2ccccc12,-5,20%,-2%,8,-0.1%,-9%,-11%,4%,3%

(cont.)
SMILES	LDHA inh	Vif-A3F inh	TrxR1 substrate	PI4K2A inh	RXFP1 agonist	Vif-A3G inh	USP1 inh	mIDH1 inhibitor	Glioma ERSR ind
Cc1ccc(-n2c(NN)nc3ccccc3c2=O)c(C)c1	-9	-22%	-11%	-4	1.5%	1%	-2%	-1%	0%
O=C(Nc1ccccc1[N+](=O)[O-])OCC=Cc1ccccc1	-3	-1%	x	2	x	-4%	-30%	-3%	2%
Fc1ccc(-c2nnc3sc(C4COc5ccccc5O4)nn23)cc1 (stereo not drawn)	4	-16%	-8%	-1	1.9%	-13%	-4%	-7%	3%
O=C(CCNS(=O)(=O)c1ccc(OC(F)(F)F)cc1)Nc1cccc(S(=O)(=O)N2CCCC2)c1	1	0%	-7%	-4	x	-9%	-24%	16%	-3%
CCN(CC)C(=O)Cn1c(=O)n(CCCC(=O)NCc2ccc3c(c2)OCO3)c(=O)c2sccc21	-4	14%	-6%[57.1 µM]	-1	2.4%	-2%	-18%	4%	-3%
Cc1c(N2C(=O)c3ccccc3C2(O)c2ccccc2)c(=O)n(-c2ccccc2)n1C (stereo not drawn)	-1	4%	4%	-2	-1.4%	-10%	-9%	3%	-6%
Cc1cccc(Cn2nc(C)cc2NC(=O)CCCn2ccc([N+](=O)[O-])n2)c1	1	8%	-3%	3	0.6%	1%	-10%	-9%	0%
CCCC(c1nnnn1Cc1ccc(F)cc1)N1CCN(C)CC1 (stereo not drawn)	-6	-2%	-3%	-1	0.3%	2%	-14%	-10%	-4%
OC/C(Br)=C(\Br)CO	-11	-6%	-3%	0	0.5%	3%	-10%	2%	-4%
CC(OC(=O)Cc1c[nH]c2ccccc12)C(=O)c1ccccc1 (stereo not drawn)	-1	6%	-4%	2	-1.8%	-3%	-14%	0%	7%
Cc1ccc2oc(C(Cl)(Cl)Cl)cc(=O)c2c1	-2	2%	7%	-2	3.8%	-18%	-4%	0%	-2%
S=C(NCc1ccccc1)N1CCc2ccccc2C1	-4	-2%	9%[57.1 µM]	-21	-1.4%	1%	-18%	7%	-1%
CCn1nc(C(=O)NNC(=O)C(Cc2ccccc2)NC(N)=O)c2ccccc2c1=O (stereo not drawn)	-9	-4%	2%	0	x	2%	-6%	11%	-2%
COc1ccc(N2CC(C(=O)Nc3nc(-c4ccccc4)c(C(C)=O)s3)CC2=O)c(OC)c1 (stereo not drawn)	-1	0%	-4%	-5	0.2%	-9%	-6%	5%	-6%
C#CCOC(=O)c1ccc(-n2cncn2)nc1	-2	-9%	4%	2	0.4%	2%	-2%	14%	1%
COc1ccccc1NS(=O)(=O)c1cccc(C(=O)NCC(c2ccco2)N2CCCCC2)c1 (stereo not drawn)	-1	-24%	3%	0	1.2%	-1%	-6%	1%	-4%
O=C(CSCc1cnn(-c2ccccc2)c1-n1cccc1)NCc1ccccc1F	-4	0%	1%	-9	-0.4%	5%	0%	40%[activator]	-1%
CN(C)S(=O)(=O)c1ccc(C(=O)Nc2nnc(Cc3ccccc3)s2)cc1	0	1%	12%[57.1 µM]	-3	0.4%	2%	-4%	7%	-2%

Screens (PubChem BioAssay)
